Assay outcomes deposited in PubChem by several laboratories.
NTR1 ag – agonists of NTR1, primary screen, imaging, U2OS cells, beta-arrestin-GFP, high content (AID 493036) | NTR1-U2OS beta-arrestin-GFP spot imaging, agonist mode | Neurotensin receptor type 1 (Homo sapiens), P30989 | activation, % at 20 µM | 0.17% of 330,000 active;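 active = activation at or above 40% of the spot to cytoplasm intensity ratio, with at least 20 cells analyzed; inconclusive = wells under 20 cells, flagged as cytotoxic or low count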;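 also: 0% = DMSO without peptide and 100% = 100 nM NTR1 peptide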
Target sequence (P30989 whole entry, looked up): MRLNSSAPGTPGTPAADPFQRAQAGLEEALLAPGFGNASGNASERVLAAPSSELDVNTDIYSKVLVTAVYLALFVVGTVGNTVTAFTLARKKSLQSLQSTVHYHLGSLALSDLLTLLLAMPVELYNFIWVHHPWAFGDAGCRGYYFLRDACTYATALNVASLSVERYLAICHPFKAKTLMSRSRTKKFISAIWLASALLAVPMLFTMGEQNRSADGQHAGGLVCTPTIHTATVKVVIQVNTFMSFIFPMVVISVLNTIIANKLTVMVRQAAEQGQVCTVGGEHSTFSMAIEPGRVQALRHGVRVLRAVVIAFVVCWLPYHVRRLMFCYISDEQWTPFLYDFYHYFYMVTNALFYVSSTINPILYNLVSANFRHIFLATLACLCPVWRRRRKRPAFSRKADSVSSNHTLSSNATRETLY
Large T inhibition – SV40 large T antigen inhibitors, biochemical (AID 1903) | SV40 large T antigen ATPase/helicase inhibition assay; higher % means a stronger effect | inhibition, % at 20 µM; hits with a dose series show IC50 in µM | 0.39% of 310,000 active; in the data active = a potency from the dose series; inconclusive = inhibition mostly from about 32% at the one dose, without a potency; inactive = the rest, 99 in 100 with inhibition below about 32%; also: strong numbers were not always called active
Rac1 GTP hydrolysis – MgcRacGAP GTPase-activating activity inhibitors, confirmation, biochemical, ADP Hunter fluorescence. 0.6% of 340,000 active. inhibition, % at 30 µM, or IC50 in µM where a hit was titrated. MgcRacGAP-stimulated Rac1 GTP hydrolysis, ADP Hunter fluorescence; higher % means a stronger effect; GST-tagged Rac1 F28L mutant substrate. Rac GTPase-activating protein 1 (Homo sapiens);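 active = first-screen hits whose inhibition reached a set limit at any dose in the follow-up dose series; inconclusive = inhibition above the set first-screen limit but never retested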;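 also: fluorescence reports GDP produced by GAP-driven GTP hydrolysis; strong numbers were not always called active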
K1F lysis inhibition – inhibition of K1F phage lysis, E. coli UTI89, bacterial capsule biogenesis inhibitors, alamar blue (AID 488966); E. coli UTI89 K1F phage lysis, alamar blue, 2 h; higher % means a stronger effect; one-dose inhibition, % at 100 µM; IC50 in µM for titrated hits; 0.02% of 340,000 active;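 active = phage lysis inhibition, versus mean bacterial control, above a set limit; inconclusive = no clear call, values can overlap the other calls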;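 also: capsule biogenesis inhibitors block K1F phage lysis so surviving cells raise fluorescence; higher fluorescence means more inhibition of phage lysis; actives were called in the ten point dose series up to 300 µM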
PhoP inhibition – inhibitors of PhoP regulon expression, primary screen, Salmonella Typhimurium, GFP reporter (AID 1863). 0.16% of 300,000 active. inhibition, % at 50 µM; hits with a dose series show IC50 in µM. S. Typhimurium PhoP-regulated promoter GFP reporter, 4 h; higher % means a stronger effect;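 active = inhibition over 29.93%, a cutoff 3 SD above the screen mean, later confirmed by dose response; inconclusive = inhibition over 29.93% but no dose response follow-up; inactive = inhibition at most 29.93% or unconfirmed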;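 also: 0% = low Mg2+ inducing control and 100% = high Mg2+ repressing control; strong numbers were not always called active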
West Nile virus CPE – West Nile virus antiviral activity, cell-based, CPE readout (AID 1621); West Nile virus-infected cells, CPE inhibition; higher % means a stronger effect; CPE inhibition, % at 10 µM; hits with a dose series show IC50 in µM; 0.02% of 290,000 active; in the data active = a potency from the dose series; inconclusive = CPE inhibition mostly from about 3.7% at the one dose, without a potency; inactive = the rest, 99 in 100 with CPE inhibition below about 2.2%; also: strong numbers were not always called active
Dengue-2 NS5 capping – Dengue-2 NS5 methyltransferase inhibitors, primary screen, biochemical, confirmation dose response (AID 588689). Dengue-2 NS5 methyltransferase capping enzyme assay, biochemical; higher % means a stronger effect. Genome polyprotein (Dengue virus type 2 (strain 16681-PDK53)). one-dose inhibition, % at 25 µM; IC50 in µM for titrated hits. 0.3% of 340,000 active; in the data active = a potency from the dose series; inconclusive = inhibition above about 29% without an active follow-up result
RSV CPE inhibition – RSV antiviral activity via CPE protection, HEp-2 cells, primary 10 µM value included (AID 2391). HEp-2 cells, RSV-induced CPE inhibition; higher % means a stronger effect. 0.13% of 310,000 active. one-dose CPE inhibition, % at 10 µM; IC50 in µM for titrated hits; in the data active = a potency from the dose series; inconclusive = CPE inhibition mostly from about 23% at the one dose, without a potency; inactive = the rest, 99 in 100 with CPE inhibition below about 21%; also: strong numbers were not always called active
T cell HTS – modulators of CD8 T cell-vesicle binding, primary screen, mouse 2C CD8+ T cells, flow cytometry. 2C CD8+ T cell-vesicle binding; hits give low values. calls only at 7 µM. 0.068% of 330,000 active. AID 2052, 2009;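 active = response, share of CD8 T cells binding vesicles, and their 90th percentile fluorescence all below set limits, cut at about 80% in these data, passing the limit was not always enough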
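Benchmarks: naked versus QL9-loaded vesicles / Assay system: purified 2C TCR transgenic mouse naive CD8+ T cells / Technique: high-throughput flow cytometry with anti-B7-1 and anti-CD8 staining / Timing: Cell–vesicle co-incubation 1.5 h at 37 °C, staining 20 min on ice / Read-out: percent CD8+ FL2 mean versus row control / Probe or stimulus: QL9-loaded Drosophila micro-vesicles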
T cell HTS vesicle-bound % – further read-out of T cell HTS, marked with its call; double positive events, %; measured here: CD8+ vesicle-bound cell fraction;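 binding gate set so that unloaded-vesicle control wells show 10% double positive cells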
NTR1 ag cell count 20 µM – also measured in NTR1 ag; calls as there; cell count; measured here: cell count, cytotoxicity flag
Active calls of the source: *; i = inactive; ? = inconclusive; / = no result given; [ ] = remark or other dose. Not all compounds are listed; rates above refer to the full screens.

Key to letters: A = NTR1 ag; B = NTR1 ag cell count 20 µM; C = Large T inhibition; D = Rac1 GTP hydrolysis; E = K1F lysis inhibition; F = PhoP inhibition; G = West Nile virus CPE; H = Dengue-2 NS5 capping; I = RSV CPE inhibition; J = T cell HTS; K = T cell HTS vesicle-bound %
COc1ccc(OCC(=O)N2CCN(Cc3ccc(SC)cc3)CC2)cc1
  A = -0.5	B = 71	C = 12.7%	D = 11.8%	E = 0.1%	F = -5.0%	G = -1.2%	H = -10.7%	I = 1.7%	J = i	K = 45.0

Clc1ccc2c(c1)C(OC1CN3CCC1CC3)c1ccccc1CS2 (stereo unspecified)
  A = 1.8	B = 82	C = 3.2%	D = 9.1%	E = 1.4%	F = 24.6%	G = 2.8%	H = -3.2%	I = ?	J = i	K = 23.0

Cc1cccc(NP(=O)(Oc2ccccc2F)Oc2ccccc2F)c1
  A = /	B = /	C = 14.4%	D = 5.4%	E = -2.2%[50 µM]	F = 4.6%	G = 0.4%	H = -8.6%	I = 1.8%	J = i	K = 38.4

CCc1nc2ccc(N3CCN(C)CC3)cc2nc1CC
  A = 0.3	B = 49	C = 11.3%	D = -0.2%	E = 0.4%	F = -0.2%	G = -0.6%	H = -3.0%	I = -2.4%	J = i	K = 65.6

Cc1ccc(NS(=O)(=O)c2ccc(OCC(=O)N3CCN(C)CC3)cc2)cc1
  A = 0.1	B = 87	C = 8.5%	D = 6.0%	E = 0.1%	F = -2.3%	G = -0.3%	H = -7.7%	I = -0.7%	J = i	K = 43.5

S=C(c1ccc(Cl)cc1)N1CCOCC1
  A = 0.0	B = 55	C = 7.7%	D = 8.4%	E = 6.2%	F = 5.2%	G = 0.1%	H = -3.2%	I = /	J = i	K = 42.6

CCOC(=O)c1[nH]c(C)c(C(=O)N2CCC3(CC2)OCCO3)c1C
  A = 0.7	B = 88	C = 9.6%	D = 6.0%	E = 1.5%	F = -1.6%	G = 1.1%	H = 1.6%	I = 0.2%	J = i	K = 11.4

Nc1c(Cl)cc([N+](=O)[O-])cc1Cl
  A = 0.0	B = 71	C = 13.2%	D = -2.0%	E = -1.6%	F = 2.4%	G = /	H = -6.7%	I = 0.0%	J = i	K = 40.6

O=[N+]([O-])c1ccc(N2CCCNCC2)c2ncccc12
  A = 8.0	B = 51	C = 6.9%	D = 16.8%	E = 0.8%	F = -3.9%	G = 0.3%	H = -8.6%	I = -0.2%	J = i	K = 19.6

O=c1c2ccccc2[nH]c(=S)n1-c1cccnc1
  A = -0.6	B = 53	C = 18.6%	D = /	E = /	F = -4.9%	G = 0.3%	H = /	I = 3.3%	J = i	K = 11.3

Other entries.
Key to letters: A = NTR1 ag; B = NTR1 ag cell count 20 µM; C = Large T inhibition; D = Rac1 GTP hydrolysis; E = K1F lysis inhibition; F = PhoP inhibition; G = West Nile virus CPE; H = Dengue-2 NS5 capping; I = RSV CPE inhibition; J = T cell HTS; K = T cell HTS vesicle-bound %
CN(C)CP(=O)(O)CN(C)C=O
  A = 0.7	B = 50	C = -0.7%	D = 3.1%	E = 2.4%	F = -2.2%	G = 0.3%	H = -2.8%	I = 1.6%	J = i	K = 22.4

Cn1cc(C(=O)OCC(=O)Nc2ccccc2Cl)c2ccccc21
  A = 3.4	B = 55	C = /	D = 8.6%	E = 0.8%[50 µM]	F = /	G = /	H = 2.9%	I = /	J = /	K = /

Brc1ccc2[nH]cc(/C=N/N3CCCCC3)c2c1
  A = 2.5	B = 50	C = 20.0%	D = 22.7%	E = -4.9%	F = -0.3%	G = -0.8%	H = -1.4%	I = 7.9%	J = i	K = 23.7

O=C1NC(=O)C(=CN2CCc3ccccc32)C(=O)N1
  A = 2.3	B = 60	C = 9.5%	D = 20.1%	E = 0.5%[50 µM]	F = 6.1%	G = 0.1%	H = -1.3%	I = 3.8%	J = i	K = 8.5

CCOc1cc(/C=C2/C(=O)NC(=O)N(c3ccc(CC)cc3)C2=O)ccc1OC(=O)c1cccs1
  A = 1.4	B = 76	C = 5.9%	D = 31.3%	E = -0.6%	F = 5.0%	G = -0.2%	H = ?	I = 1.4%	J = i	K = 40.0

Cn1c(O)c(C=NCCOc2ccc(Cl)cc2)c(=O)n(C)c1=O
  A = -2.0	B = 64	C = 0.3%	D = 1.3%	E = 3.4%	F = 1.2%	G = -0.6%	H = -1.6%	I = 1.1%	J = i	K = 32.0

CCCCCCN1CCN(c2ccccc2Cl)CC1
  A = -0.6	B = 95	C = 7.4%	D = 7.2%	E = 0.1%	F = 7.6%	G = -0.2%	H = -7.2%	I = -1.3%	J = i	K = 55.7

CCOC(=O)N(c1ccccc1)P1(=S)OCC(C)O1 (stereo unspecified)
  A = -1.5	B = 71	C = 9.4%	D = -1.9%	E = 1.5%	F = -0.8%	G = -0.2%	H = -4.8%	I = 1.5%	J = /	K = /

COC(=O)C(O)(c1ccc(N=Cc2ccccc2O)c(C)c1)C(F)(F)F (stereo unspecified)
  A = 1.2	B = 42	C = 6.1%	D = 7.8%	E = 0.0%	F = -10.4%	G = -0.7%	H = -6.5%	I = 2.4%	J = i	K = 35.0

5 entries drawn at random from the list so far, as already listed:
Key to letters: A = NTR1 ag; B = NTR1 ag cell count 20 µM; C = Large T inhibition; D = Rac1 GTP hydrolysis; E = K1F lysis inhibition; F = PhoP inhibition; G = West Nile virus CPE; H = Dengue-2 NS5 capping; I = RSV CPE inhibition; J = T cell HTS; K = T cell HTS vesicle-bound %
CCc1nc2ccc(N3CCN(C)CC3)cc2nc1CC
  A = 0.3	B = 49	C = 11.3%	D = -0.2%	E = 0.4%	F = -0.2%	G = -0.6%	H = -3.0%	I = -2.4%	J = i	K = 65.6

CCCCCCN1CCN(c2ccccc2Cl)CC1
  A = -0.6	B = 95	C = 7.4%	D = 7.2%	E = 0.1%	F = 7.6%	G = -0.2%	H = -7.2%	I = -1.3%	J = i	K = 55.7

O=[N+]([O-])c1ccc(N2CCCNCC2)c2ncccc12
  A = 8.0	B = 51	C = 6.9%	D = 16.8%	E = 0.8%	F = -3.9%	G = 0.3%	H = -8.6%	I = -0.2%	J = i	K = 19.6

COc1ccc(OCC(=O)N2CCN(Cc3ccc(SC)cc3)CC2)cc1
  A = -0.5	B = 71	C = 12.7%	D = 11.8%	E = 0.1%	F = -5.0%	G = -1.2%	H = -10.7%	I = 1.7%	J = i	K = 45.0

Clc1ccc2c(c1)C(OC1CN3CCC1CC3)c1ccccc1CS2 (stereo unspecified)
  A = 1.8	B = 82	C = 3.2%	D = 9.1%	E = 1.4%	F = 24.6%	G = 2.8%	H = -3.2%	I = ?	J = i	K = 23.0

Whole records, quoted from the list. Values in the order: NTR1 ag | NTR1 ag cell count 20 µM | Large T inhibition | Rac1 GTP hydrolysis | K1F lysis inhibition | PhoP inhibition | West Nile virus CPE | Dengue-2 NS5 capping | RSV CPE inhibition | T cell HTS | T cell HTS vesicle-bound %
`Brc1ccc2[nH]cc(/C=N/N3CCCCC3)c2c1` as listed: 2.5 | 50 | 20.0% | 22.7% | -4.9% | -0.3% | -0.8% | -1.4% | 7.9% | i | 23.7
`CN(C)CP(=O)(O)CN(C)C=O` as listed: 0.7 | 50 | -0.7% | 3.1% | 2.4% | -2.2% | 0.3% | -2.8% | 1.6% | i | 22.4
`CCOc1cc(/C=C2/C(=O)NC(=O)N(c3ccc(CC)cc3)C2=O)ccc1OC(=O)c1cccs1` as listed: 1.4 | 76 | 5.9% | 31.3% | -0.6% | 5.0% | -0.2% | ? | 1.4% | i | 40.0
